Bioassay records (PubChem)
Glioma ERSR ind: qHTS for Inducers of the Endoplasmic Reticulum Stress Response (ERSR) in Human Glioma: qHTS; hit rate 0.02% among 420,000; Potency, µM, inactives show at the highest dose activation, hits mostly activators; U87-MG GRP78 promoter luciferase reporter, 16 h; AID 602332, 2012; also: potency is read from the fitted curve at half-maximal effect; series mostly up to about 76 µM; % of control where 0% means no effect; nearly all actives have a fitted effect of over 35% in size
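Stably transfected U87-MG human glioma cells carrying a GRP78-based luminescent sensor were seeded at 1000 cells/well, pin-dosed with compounds and incubated 16 h. Luciferase reagent was then added, and end-point luminescence was read after 10 min at room temperature.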
D2 agonist: HTS Assay for Allosteric Agonists of the Human D2 Dopamine Receptor: Primary Screen for Agonists | D(2) dopamine receptor (Homo sapiens), P14416 | hit rate 0.53% among 340,000 | AID 485358, 2010 | HEK293 T-REx D2 cells, calcium flux agonist mode | activation, % at 2 µM;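 active = activation over 3 SD above normal in the single-dose calcium agonist read, cut at about 30% in these data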; also: 0% is about no effect
Target sequence (P14416 whole entry, looked up): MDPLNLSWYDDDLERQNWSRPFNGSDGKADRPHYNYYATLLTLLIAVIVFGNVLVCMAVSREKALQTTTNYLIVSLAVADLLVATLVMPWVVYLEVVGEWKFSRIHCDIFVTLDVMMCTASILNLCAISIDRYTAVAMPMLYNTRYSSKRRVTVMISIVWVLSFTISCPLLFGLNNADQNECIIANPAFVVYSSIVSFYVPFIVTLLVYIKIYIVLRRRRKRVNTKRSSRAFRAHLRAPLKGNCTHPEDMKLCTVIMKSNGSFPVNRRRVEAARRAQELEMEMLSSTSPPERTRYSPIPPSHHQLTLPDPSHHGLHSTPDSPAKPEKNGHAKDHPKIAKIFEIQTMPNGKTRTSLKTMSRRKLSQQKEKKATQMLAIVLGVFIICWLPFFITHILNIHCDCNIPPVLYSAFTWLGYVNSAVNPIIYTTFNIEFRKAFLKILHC
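Agonism is scored from calcium flux in a force-coupled, inducible HEK293 cell line expressing D2, read kinetically for 180 s after compound addition against dopamine controls.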
RGS4 inhibitor: Inhibitors of Regulator of G Protein Signaling (RGS) 4: qHTS; Transcreener GDP fluorescence polarization, RGS4-accelerated GTP hydrolysis; Potency, µM (doses to about 114 µM), inactives show at the highest dose activity change, negative = inhibition, usual class: inhibitors; hit rate 0.039% among 390,000; AID 504845, 2011; also: potency is read from the fitted curve at half-maximal effect; % is scaled to controls: 0 for no effect and ±100 for the full control effect; nearly all actives have a fitted effect of over 75% in size; some results filed as inactive show a strong effect at the top dose
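MLSMR compounds (23 nl, pin-transferred) preincubated 10 min at room temperature with a 500nM (2x) first reagent, then RGS4 at 900nM (2x) plus Transcreener GDP mix added; fluorescence polarization (620/688 nm) read before and after 90 min at 30 °C.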
LDHA block: qHTS assay for inhibitors of human lactate dehydrogenase; L-lactate dehydrogenase A chain (Homo sapiens), P00338; purified LDHA, NADH/diaphorase-resazurin fluorescence; active compounds read low; activity change, % (values are at about 110 or 230 µM); hit rate 0.15% among 480,000; AID 1347041, 2019; in the data active = activity change below about -30%; inconclusive = mostly about -25% to -30%;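 also: plate controls were DMSO wells for no effect and wells without enzyme for full effect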
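LDH5 2 nM; NADH 0.06 mM, pyruvate 0.2 mM; 200 mM Tris pH 7.4, EDTA, Tween-20; 5 min RT. Detection: diaphorase 0.133 mg/mL + resazurin 37 µM, fluorescence ex540/em590 at 0 and 20 min; normalized to enzyme-free and DMSO wells.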
Vif-A3G inh: qHTS for Inhibitors of Vif-A3G Interactions: qHTS; DNA dC->dU-editing enzyme APOBEC-3G (Homo sapiens), Q9HC16; Potency, µM (highest dose often 46.1 µM), for inactives: top-dose activity, negative = active, usual class: inhibitors; hit rate 0.076% among 410,000; HeLa A3G-eYFP + Vif (tagged APOBEC3G with the HIV-1 protein that degrades it), YFP fluorescence, overnight; AID 602310, 2012;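 also: potency is read from the fitted curve at half-maximal effect; % is scaled to controls: 0 for no effect and ±100 for the full control effect; nearly all actives have a fitted effect of over 60% in size; hits raise eYFP signal because A3G escapes Vif-driven loss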
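Read-out is eYFP fluorescence (Ex 488/Em 500-530) from Vif-expressing HeLa A3G-eYFP cells; more signal means A3G escaped Vif-mediated degradation. Cells plated overnight, compound pinned in, incubated overnight at 37 deg C.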
12-LOX inh: Primary qHTS assay for inhibitors of human arachidonate 12S-lipoxygenase (ALOX12): Round 2 | Potency, µM (series often up to 108 µM), for the others: top-dose activity change, negative = inhibition, actives largely listed as inhibitors | hit rate 1.1% among 580,000 | AID 1671190, 2021 | purified 12hLO, xylenol orange hydroperoxide absorbance | Polyunsaturated fatty acid lipoxygenase ALOX12 (Homo sapiens), P18054; also: potency is read from the fitted curve at half-maximal effect; % is scaled to controls: 0 for no effect and ±100 for the full control effect
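Purified human 12hLO (150 nM final) in 25 mM Hepes, 0.01% Triton X-100, pH 7.0 was preincubated 15 min at room temperature with compound. Then 40 uM arachidonic acid was added, 30 min. Hydroperoxide was read by Fe-XO absorbance ratio 573/405 nm.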
Vif-A3F inh: qHTS for Inhibitors of Vif-A3F Interactions: qHTS; HeLa A3F-eYFP + Vif (tagged APOBEC3F with the HIV-1 protein that degrades it), YFP fluorescence increase; hit rate 0.2% among 390,000; Potency, µM (highest dose often 46.1 µM), for the others: at the highest dose activity, negative = active; also: potency is read from the fitted curve at half-maximal effect; % of control where 0% means no effect; nearly all actives have a fitted effect of over 65% in size
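HeLa cells stably expressing Vif plus C-terminally eYFP-tagged A3F were seeded, incubated overnight at 37 deg C, dosed with compound, incubated overnight again at 37 deg C. Yellow fluorescence (Ex 488/Em 500-530) reported blocked Vif-mediated A3F-eYFP degradation.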
D2 antagonist: HTS Assay for Allosteric Antagonists of the Human D2 Dopamine Receptor: Primary Screen for Antagonists | D(2) dopamine receptor (Homo sapiens), P14416 | AID 485344, 2010 | HEK293 TREx D2 cells, calcium flux, dopamine EC80 | inhibition, % at 10 µM | hit rate 2% among 340,000; in the data active = inhibition above about 30%; also: 0% is about no effect
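Tetracycline-induced HEK293 T-REx cells expressing D2 force-coupled to calcium signalling were dye-loaded, exposed to compound for 180 s, then challenged with an EC80 of dopamine; calcium flux was followed kinetically for a further 180 s.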
ERG-DNA inh: qHTS for Small Molecule Inhibitors of the ERG Ets/DNA interaction; Transcriptional regulator ERG (Homo sapiens), P11308; fluorescence polarization, His-ERG Ets domain / labelled DNA; Potency, µM (doses to about 76.9 µM), for inactives: top-dose FP activity, negative = inhibition, hits mostly inhibitors; hit rate 0.028% among 370,000; AID 624246, 2012; active = well fitted inhibition curve with a large enough effect in the polarisation, with a control signal flat; inconclusive = small, poorly fitted or top-dose-only effect, or effect the other way, or a change in a side signal; inactive = no such curve, though single readings can be large or run the other way; the % refers to the polarisation;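 also: polarization taken with two DNA probes labelled with fluorescein and Texas red; potency is read from the fitted curve at half-maximal effect; % of control where 0% means no effect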
Target sequence (P11308 whole entry, looked up, the tested form may be a part): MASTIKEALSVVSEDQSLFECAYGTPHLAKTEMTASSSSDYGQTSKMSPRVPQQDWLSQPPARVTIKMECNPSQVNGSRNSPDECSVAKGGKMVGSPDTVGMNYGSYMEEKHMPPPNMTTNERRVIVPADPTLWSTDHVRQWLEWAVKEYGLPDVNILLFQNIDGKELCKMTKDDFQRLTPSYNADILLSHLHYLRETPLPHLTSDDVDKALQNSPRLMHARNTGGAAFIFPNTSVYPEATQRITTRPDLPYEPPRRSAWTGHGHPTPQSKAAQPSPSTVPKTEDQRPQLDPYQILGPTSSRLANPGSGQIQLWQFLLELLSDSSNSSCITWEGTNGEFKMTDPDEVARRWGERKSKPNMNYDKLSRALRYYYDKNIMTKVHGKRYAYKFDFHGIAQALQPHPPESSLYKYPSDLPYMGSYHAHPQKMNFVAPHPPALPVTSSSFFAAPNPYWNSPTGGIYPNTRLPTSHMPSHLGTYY
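His-tagged ERG Ets domain (1 uM in the protein solution; 300mM KCl, 50mM Tris-HCl, 1mM EDTA, 1mM DTT, pH 7.5) received compound, then a probe mix of 5 nM fluorescein-DNA and 100nM Texas-615-DNA. Fluorescence polarization was read for both dyes.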
* hit, by the source's call; ? = inconclusive; / = not tested or not shown; & = joins results of further samples; [ ] = dose if it differs, or a comment. Unless noted, calls follow the shape of the dose curve; as a rule, active = well fitted curve in the direction sought with a large enough effect; inconclusive = small, poorly fitted or top-dose-only effect, or another doubt; inactive = no such curve, though single readings can be large; an effect the other way counts as inactive or inconclusive. Some of the compounds tested; rates above refer to the full screens.

SMILES	Glioma ERSR ind	D2 agonist	RGS4 inhibitor	LDHA block	Vif-A3G inh	12-LOX inh	Vif-A3F inh	D2 antagonist	ERG-DNA inh
CCn1c(CSc2nc3ccccc3s2)nnc1SCC(=O)c1ccc(Cl)cc1	2%	0.0	-93%[11.4 µM]	1	-5%	0%	-2%	0	5%
COc1ccc(NC(=O)CCc2c(C)nc3c(-c4ccccc4)c(C)nn3c2C)cc1Cl	-2%	0.4	-10%	1	0%	-10%	-3%	/	-2%
Cc1cccc(-n2nnnc2-c2cnccc2C(F)(F)F)c1C	-1%	-0.5	-47%	-2	0%	133%[activator]	-3%	-4	17%
COc1cccc(-c2cc(C(=O)N3CCN(c4ccc(F)cc4)CC3)no2)c1	-6%&2%	0.7&-1.0	14%&8%	-11&-5	1%&-3%	-10%&-12%	-6%&-1%	-5	2%&-6%
COC(=O)c1cnn(-c2ccccc2)c1/C=N/NC(=S)Nc1ccc(Cl)cc1	-4%	0.0	7%	-7	4%	163%[activator]	-29%	15	4%
CCOC(=O)C1=CNS(=O)(=O)NC1c1ccc(C#N)cc1 (configuration not stated)	-1%	/	7%	4	-4%	1%	0%	/	-5%
CCc1noc(C)c1C(=O)N1CCCC(N2CCN(c3ccc(F)cc3)CC2)C1 (configuration not stated)	-5%	/	17%	-3	1%	121%[activator]	-8%	/	-10%
COc1cccc2c(=O)ccoc12	7%	/	-1%	-1	-7%	0%	0%	/	7%
COc1ccc(NC(=O)c2c(OC)cccc2OC)c(OC)c1	0%	0.5	-26%	9	-4%	6%	-16%	7	6%
CCC(=O)N(CCC(Cc1ccccc1)c1ccco1)Cc1ccco1 (configuration not stated)	-7%	-0.3	-17%	2	1%	-9%	3%	17	7%
CCN1CCCC1CNC(=O)C1CCCN(S(=O)(=O)c2cccc3nsnc23)C1 (configuration not stated)	-5%	-1.8	13%	-3	-1%	66%[activator]	8%	-1	4%
CN1CCCN(Cc2ccc(Cl)cc2Cl)CC1	-4%	-0.3	10%	-21	-1%	?	4%	35*	/
CCCn1nc(C(=O)Nc2nnc(CC)s2)c2ccccc2c1=O	-5%	0.9	-22%	5&-5	1%	?	1%	5	9%
Cc1ccc(NC(=S)NCCN2CCOCC2)cc1C	2%	-0.5	19%	-2	1%	-24%	2%	1	5%
CCOC(=O)CC[C@H](NC(=O)Cn1cnc2c(NCc3ccccc3)ncnc21)C(=O)OCC	?	/	5%	-4	-3%	-5%	-5%	/	20%
Cc1ccccc1-n1cc(CNC(=O)C2CCC(=O)N(C3CC3)C2)cn1 (configuration not stated)	0%	0.2	30%	-2	0%	-5%	-6%	4	3%
Cc1ccc(C(=O)CN(CCCC(N)=O)C(=O)c2ccncc2)cc1	-3%	0.3	22%	1	1%	-7%	-1%	-2	-8%
C[n+]1cn(/N=C/c2ccccc2)c2ccccc21	-3%	/	-22%	-18	-1%	?	-24%	/	4%
Cc1c(-c2nc(-c3ccc4c(c3)OCO4)no2)nnn1-c1ccc(C(C)C)cc1	0%	0.4	-16%	2	-5%	-16%	-16%	/	-23%
O=C(NCc1ccco1)c1cc(-c2ccco2)on1	8%	-0.6	16%	-9	2%	1%	2%	-7	9%
Cc1cccc(NC(=O)Cn2cc(C(=O)C3CCCCC3)c3ccccc32)c1	-3%	-1.6	1%	1	1%	-29%	-4%	/	1%
CCOC(=O)N/N=C\c1ccc([N+](=O)[O-])s1	2%	0.5	-16%	-7	-8%	?	7%	-6	1%
CCn1cc(C(=O)NCc2cccnc2)c(=O)c2cc(F)c(N3CCN(C(=O)c4ccco4)CC3)cc21	-3%	/	1%	12	0%	0%	-12%	/	-4%
CN(C)/C=C/C(=O)c1cnc2sccn2c1=O	0%	0.6	-8%	0	3%	-14%	2%	-9	28%
C/C(=N\OCc1nc2ccccc2c(=O)n1/N=C/c1cc(C)cc([N+](=O)[O-])c1O)c1ccccc1	2%	-1.6	6%	-3	1%	?	2%	2	-9%
Next results follow:
SMILES	Glioma ERSR ind	D2 agonist	RGS4 inhibitor	LDHA block	Vif-A3G inh	12-LOX inh	Vif-A3F inh	D2 antagonist	ERG-DNA inh
Oc1ccc(Cl)cc1C=Nc1ccc(Br)cc1	0%	0.2	-8%	-1	-1%	-2%	13%	2	-5%
O=[N+]([O-])c1ccc2c(c1)C(=NO)c1cc(F)ccc1-2	-4%	/	-16%	14	1%	-6%	11%	/	1%
O=C(CNCc1ccc(F)cc1)Nc1ccc(S(=O)(=O)N2CCOCC2)cc1	-1%	0.4	-27%	-1	-7%	2%	-3%	4	-7%
COCCNc1nnc(Cc2ccc(OC)c(OC)c2)c(=O)[nH]1	7%	2.1	21%[56.9 µM]	-7	1%	6%	11%	-10	0%
O=C(Nc1ccc(S(=O)(=O)Nc2ncccn2)cc1)c1ccc(Cl)c([N+](=O)[O-])c1	-5%	0.5	23%	-8	4%	0%	9%	-7	3%
Cc1cc(Br)c(NC(=O)CSc2n[nH]c(N)n2)c(Br)c1	-1%	/	3%	-6	2%	354%[activator]	4%	/	13%
COCC1CCCN(C(=O)c2ccc3oc(C(C)C)nc3c2)C1 (configuration not stated)	6%	/	23%	-2	1%	-27%	0%	/	5%
Cn1cnnc1SCC(=O)Nc1ccc(S(=O)(=O)N2CCOCC2)cc1	-3%	0.8	-15%	5	-4%	-4%	3%	27	-3%
COc1nc2ccccc2c(=O)n1OCC(C)C	2%	0.0	8%	-10	-2%	0%	-12%	-14	-2%
COc1ccccc1C(=O)NC(=O)COC(=O)CNC(=O)c1ccccc1	-2%	-0.7	-17%	-4	-4%	-26%	-4%	4	-13%
CC(C)(C)C1=C(C#N)C(c2cccnc2)C(C#N)=C(N)O1 (configuration not stated)	-2%	-1.1	-15%	5	-3%	?	7%	-8	12%
CCOc1ccc(-c2nc(S(=O)(=O)c3ccccc3)c(NCc3cccnc3)o2)cc1	-3%	1.3	18%	-3	-1%	?	-10%	-5	5%
Cc1cccc(S(=O)(=O)NCCNS(=O)(=O)c2cccc(C)c2)c1	-5%	-0.2	9%	-5	0%	4%	-14%	-2	-14%
CCOC(=O)c1ccccc1NC(=O)COC(=O)C1=COCCO1	0%	-0.1	-9%	-6	0%	0%	1%	-22	0%
Cc1cc(NC(=S)Nc2cccnc2)ccc1Br	-2%	0.1	-38%	-3	2%	-4%	1%	-22	6%
C[C@@H]1CNC(=O)c2c(C(=O)Nc3cccc(Cl)c3)ncn21	-1%	/	/	-1	2%	5%	2%	/	/
Cc1ccc(OCC(=O)Nc2nnc(S(=O)(=O)N3CCCCCC3)s2)cc1C	-4%	0.6	1%	-5	5%	3%	2%	-5	4%
Cc1cc(C)n2nc(C(=O)N3CCOCC3)nc2n1	-2%	0.5	-2%[11.4 µM]	-5	-5%	-8%	11%	-6	-3%
CCN(CC(=O)Nc1ccc(NC(C)=O)cc1)C(=O)C1CCC1	-3%	-0.2	16%	-3	3%	-9%	-2%	6	-2%
COc1ccc(NC(=O)C(NC(=O)c2ccc(=O)[nH]c2)c2ccc(OC)cc2)cc1 (configuration not stated)	-3%	-0.3	14%	-7	0%	-2%	-2%	-1	-2%
O=C(c1ccco1)N1CCN(Cc2nc3ccccc3c(=O)n2-c2ccc(F)cc2)CC1	-3%	0.1	14%	-4	-1%	14%	-2%	-7	4%
CC(C)Cc1ccc(S(=O)(=O)N2CCN(C(=O)c3ccco3)CC2)cc1	-2%	0.4	14%	-7	-4%	-1%	-9%	5	/
Cc1ccc2cc(C)c(SCC(=O)Nc3ccc(S(=O)(=O)N4CCCC4)cc3)nc2c1	0%	-0.1	-3%	-7	0%	1%	3%	-7	2%
Cc1ccc(OCc2cc(C(=O)N3CCc4[nH]cnc4C3c3ccccn3)no2)cc1C (configuration not stated)	-5%	0.3	-13%	1	3%	-1%	2%	-9	-13%
O=C(/C=C/c1ccccc1)OCC(=O)c1ccc[nH]1	4%	1.2	5%	1	-8%	6%	1%	9	2%
CCCC[C@@H]1CNC(=S)N1CC1CCCCC1	-2%	-0.1	4%	-3	0%	50µM*	-1%	8	13%
O=C(CSc1nc(-c2ccco2)cc(C(F)(F)F)n1)NCCN1CCOCC1	-4%	-0.2	-16%	-3	1%	1%	4%	-2	-16%
Cn1c(SCC(=O)NC(C)(C)C)nnc1-c1cccc(NC(=O)c2ccccc2F)c1	-6%	-1.2	-6%	-4	-1%	18%	-8%	13	-8%
O=S(=O)(NC(=NCc1ccccc1)c1ccccc1)c1ccccc1	-6%	-0.5	-13%	-6	-2%	-12%	0%	-36	-16%
